APOBEC3G inh: APOBEC3G DNA deaminase inhibitors, primary screen, biochemical, fluorescence, single-stranded DNA substrate, uHTS. DNA dC->dU-editing enzyme APOBEC-3G (Homo sapiens), Q9HC16. recombinant A3G, ssDNA deamination FAM/TAMRA fluorescence. inhibition, % at 20 µM. hit rate 0.28% among 330,000. AID 493012, 2011;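 active = inhibition of at least 40% at 20 µM, with no more than 30% in the related APOBEC3A deaminase screen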;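 note: plate controls were DMSO wells with A3G for no effect and wells lacking A3G enzyme for full effect; some compounds called inactive have numbers as strong as hits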
Target sequence (Q9HC16 whole entry, looked up): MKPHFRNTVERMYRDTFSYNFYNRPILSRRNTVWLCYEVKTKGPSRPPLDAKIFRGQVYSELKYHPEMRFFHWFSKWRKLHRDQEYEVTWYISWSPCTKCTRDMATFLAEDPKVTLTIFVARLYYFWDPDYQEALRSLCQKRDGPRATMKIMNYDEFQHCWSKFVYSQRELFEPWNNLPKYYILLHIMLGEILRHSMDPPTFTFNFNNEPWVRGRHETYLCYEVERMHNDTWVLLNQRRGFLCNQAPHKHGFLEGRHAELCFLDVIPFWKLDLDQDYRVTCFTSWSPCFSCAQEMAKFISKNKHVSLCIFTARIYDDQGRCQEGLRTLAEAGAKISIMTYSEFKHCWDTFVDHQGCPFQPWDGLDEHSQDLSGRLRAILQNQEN
mIAP inh: inhibitors of mouse IAP, primary screen, biochemical, luminescence, uHTS. intestinal alkaline phosphatase [Mus musculus]. purified mouse IAP, CDP-Star luminescence, 30 min. inhibition, % at 10 µM. hit rate 0.2% among 330,000. AID 2806, 2010;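 active = inhibition of at least 40% at 10 µM in the primary screen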;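 note: plate controls were DMSO with enzyme for no effect and no enzyme wells for full effect; values of inactives mirror those of a sister screen read the other way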
hIAP act: human IAP activators, primary screen, biochemical, luminescence, uHTS. activation factor at 10 µM. hit rate 0.16% among 330,000. AID 2524, 2010. purified human IAP, CDP-Star luminescence, 30 min; active compounds read high; 1 = vehicle-only enzyme, 0 = enzyme-free background;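 active = activation factor of the enzyme at least 2-fold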; note: the source names both 10 and 20 µM as test concentration; values of inactives mirror those of a sister screen read the other way
beta cell repl: inducers of MIN6 beta-cell proliferation, primary screen, ATP luminescence, uHTS; MIN6 cells proliferation, ATPlite luminescence, 48 h; cells starved in 0.2% serum; 100% = growth in 10% serum; proliferation, % at 10 µM; hit rate 0.29% among 330,000; AID 2380, 2010;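 active = compounds whose signal lies at least 3.5 SD above the mean of all wells on their plate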;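 note: 0% = DMSO-treated cells in low-serum medium and 100% = 10% serum control; some compounds called inactive have numbers as strong as hits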
SENP1 FRET inh: human SENP1 catalytic domain inhibitors, primary screen, biochemical, FRET, uHTS. recombinant SENP1 catalytic domain, CyPet-SUMO1-YPet FRET cleavage. inhibition, % at 10 µM. hit rate 0.21% among 360,000. AID 624204, 2012;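 active = inhibition at least 30% at 10 µM, raw YFP signal under a set limit, fluorescence ratio 0.5 to 1.5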;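 note: 0% = enzyme with DMSO and 100% = no enzyme wells; some results filed as inactive read as strong as hits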
Target sequence (Q9P0U3 419-644 limits assumed): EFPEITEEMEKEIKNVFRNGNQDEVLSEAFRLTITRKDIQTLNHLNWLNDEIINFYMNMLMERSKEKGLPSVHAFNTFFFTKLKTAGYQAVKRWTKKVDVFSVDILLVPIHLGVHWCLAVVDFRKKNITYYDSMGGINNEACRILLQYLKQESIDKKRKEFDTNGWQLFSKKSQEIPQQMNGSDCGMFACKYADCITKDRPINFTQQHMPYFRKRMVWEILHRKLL
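material = recombinant human SENP1 catalytic domain, His6-tagged | quantity = 20 pM enzyme | reagent = 25 nM SUMO1 FRET substrate | compound dosing = 10 µM single point, 0.5% DMSO | timing = 50 min enzyme reaction, room temperature, light-protected | detection = FRET, CFP and YFP emission | control set = no-enzyme low, enzyme-DMSO high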
hIAP block: human IAP inhibitors, primary screen, biochemical, luminescence, uHTS | inhibition, % at 10 µM | Intestinal-type alkaline phosphatase (Homo sapiens), P09923 | purified IAP, CDP-Star luminescence, 30 min | hit rate 0.12% among 330,000;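 active = inhibition reaching a set limit with compound at 10 µM in the primary screen, cut at about 35% in these data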;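 note: plate controls were DMSO wells with enzyme for no effect and no-enzyme buffer wells for full effect; values of inactives mirror those of a sister screen read the other way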
A3A deaminase: APOBEC3A ssDNA deaminase inhibitors, primary screen, selectivity assay for APOBEC3G inhibitor project, biochemical, FAM/TAMRA oligo cleavage fluorescence | DNA dC->dU-editing enzyme APOBEC-3A (Homo sapiens), P31941 | recombinant A3A, FAM/TAMRA ssDNA deamination fluorescence | inhibition, % at 20 µM | hit rate 0.41% among 330,000;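 active = at least 40% inhibition at 20 µM here, with at most 30% in a related deaminase screen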;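 note: plate controls were A3A with DMSO for no effect and wells lacking A3A enzyme for full effect; some results filed as inactive read as strong as hits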
Target sequence (P31941 whole entry, looked up): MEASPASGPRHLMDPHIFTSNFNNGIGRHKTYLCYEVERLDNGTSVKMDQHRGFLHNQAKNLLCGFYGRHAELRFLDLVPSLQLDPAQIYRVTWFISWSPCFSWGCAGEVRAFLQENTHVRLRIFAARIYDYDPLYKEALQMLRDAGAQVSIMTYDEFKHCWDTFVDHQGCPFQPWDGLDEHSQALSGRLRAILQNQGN
NLRP3 yeast inh: NALP3 inflammasome inhibitors in reconstituted yeast, primary screen, luminescence, uHTS | AID 2825, 2010 | Yeast reconstituted NLRP3/ASC/caspase-1, beta-gal luminescence, 24 h | hit rate 0.39% among 330,000 | inhibition, % at 10 µM;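 active = inhibition of 50% or more; inactive = inhibition below 50%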;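 note: plate controls were induced DMSO wells for no effect and uninduced yeast grown without galactose for full effect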
mIAP activ: activators of mouse IAP, primary screen, biochemical, luminescence, uHTS; activation factor at 10 µM; hit rate 0.24% among 330,000; intestinal alkaline phosphatase [Mus musculus]; AID 2805, 2010; muIAP, CDP-Star luminescence, 30 min; active compounds read high; 1 = vehicle-only enzyme signal, 0 = enzyme-free wells;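 active = activation factor of at least 2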; note: the source names both 10 and 20 µM as test concentration; values of inactives mirror those of a sister screen read the other way
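System: Mouse IAP enzyme | Also added: CDP-Star substrate | Dosing: Compounds dispensed in DMSO | Schedule: 30 min enzyme-substrate-compound incubation at room temperature | Technique: Chemiluminescence readout | Control set: DMSO-only wells and no-enzyme negative control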
Starred values were filed as active, the others as inactive. Some of the compounds tested. The share of hits here may be higher or lower than overall.

What do the screens show for `Cc1ccccc1OCCn1cnc2cc([N+](=O)[O-])ccc2c1=O`?
APOBEC3G inh: 0.6; mIAP inh: 2.4; hIAP act: 0.899; beta cell repl: -4.0; SENP1 FRET inh: -54.2; hIAP block: 10.1; A3A deaminase: 4.6; NLRP3 yeast inh: 11.3; mIAP activ: 0.976

Results for O=C1CSC(=O)N1CCOCCN1C(=O)CSC1=O ?
APOBEC3G inh: -1.0; mIAP inh: 0.5; hIAP act: 1.12; beta cell repl: -2.8; SENP1 FRET inh: -1.8; hIAP block: -11.6; A3A deaminase: 2.2; NLRP3 yeast inh: 13.6; mIAP activ: 0.995

What do the screens show for `O=C(Nc1ccc2c(c1)OCCO2)c1ccccc1F`?
APOBEC3G inh: -9.2; mIAP inh: 6.3; hIAP act: 0.99; beta cell repl: -3.2; SENP1 FRET inh: 0.9; hIAP block: 1.1; A3A deaminase: -5.7; NLRP3 yeast inh: 17.3; mIAP activ: 0.937

What do the screens show for `COC(=O)COc1ccc(/C=C2/NC(=O)N(CC(=O)OC)C2=O)cc1`?
APOBEC3G inh: -8.1; mIAP inh: 2.5; hIAP act: 0.921; beta cell repl: 1.5; SENP1 FRET inh: 0.7; hIAP block: 7.9; A3A deaminase: -3.7; NLRP3 yeast inh: -6.6; mIAP activ: 0.975

How did N=c1c(S(=O)(=O)c2ccccc2)cc2c(=O)n3ccccc3nc2n1CCCN1CCOCC1 do in these assays?
APOBEC3G inh: -2.7; mIAP inh: -6.7; hIAP act: 1.02; beta cell repl: -2.8; SENP1 FRET inh: -38.7; hIAP block: -2.5; A3A deaminase: -4.8; NLRP3 yeast inh: -8.5; mIAP activ: 1.07

Results for CC(=O)Nc1ccc(NC(=O)CCn2c(=O)oc3ccccc32)cc1 ?
APOBEC3G inh: -7.7; mIAP inh: 4.8; hIAP act: 0.948; beta cell repl: -1.7; SENP1 FRET inh: 0.0; hIAP block: 5.2; A3A deaminase: -4.1; NLRP3 yeast inh: 6.3; mIAP activ: 0.952

Results for CCc1cccc(NC(=O)Cn2cc3c(n2)CCCC3)c1 ?
APOBEC3G inh: -10.7; mIAP inh: -8.9; hIAP act: 0.895; beta cell repl: -1.3; SENP1 FRET inh: 0.8; hIAP block: 10.5; A3A deaminase: -2.6; NLRP3 yeast inh: 30.7; mIAP activ: 1.09

How did CC(C)CN1CCC(=O)N([C@H](CN=[N+]=[N-])Cc2ccccc2)CC1 do in these assays?
APOBEC3G inh: 13.5; mIAP inh: -15.2; hIAP act: 1.39; beta cell repl: 0.7; SENP1 FRET inh: -3.8; hIAP block: -38.8; A3A deaminase: -0.6; NLRP3 yeast inh: 25.7; mIAP activ: 1.15

Results for Cc1ccc(CN2CC(C(=O)NNC(=O)c3ccc(F)cc3)CC2=O)cc1 (stereo not given) ?
APOBEC3G inh: -5.1; mIAP inh: -5.2; hIAP act: 0.999; beta cell repl: 2.4; SENP1 FRET inh: 1.3; hIAP block: 0.1; A3A deaminase: -2.5; NLRP3 yeast inh: -8.0; mIAP activ: 1.05

Results for O=C(/C=C/c1cn(-c2ccccc2)nc1-c1cccs1)NCCN1CCOCC1 ?
APOBEC3G inh: -4.0; mIAP inh: 1.8; hIAP act: 1.07; beta cell repl: -4.8; SENP1 FRET inh: 1.1; hIAP block: -7.3; A3A deaminase: 1.8; NLRP3 yeast inh: 16.5; mIAP activ: 0.982

What do the screens show for `O=C(NCCc1c[nH]c2ccccc12)C1CCC(=O)N(CCc2cccc(F)c2)C1` (stereo not given)?
APOBEC3G inh: -3.0; mIAP inh: -3.4; hIAP act: 1.36; beta cell repl: 0.5; SENP1 FRET inh: 1.7; hIAP block: -36.5; A3A deaminase: -2.5; NLRP3 yeast inh: 14.7; mIAP activ: 1.03

Results for COc1ccc(Cl)cc1NC(=O)N1CCN(S(C)(=O)=O)CC1 ?
APOBEC3G inh: -1.9; mIAP inh: 1.2; hIAP act: 0.944; beta cell repl: -2.5; SENP1 FRET inh: 1.3; hIAP block: 5.6; A3A deaminase: 0.9; NLRP3 yeast inh: 2.8; mIAP activ: 0.988

What do the screens show for `CCN(CC(=O)NCc1cccs1)C(=O)c1cccc(S(=O)(=O)Nc2ccc(C)cc2)c1`?
APOBEC3G inh: -3.1; mIAP inh: -0.3; hIAP act: 0.896; beta cell repl: -2.3; SENP1 FRET inh: 1.0; hIAP block: 10.4; A3A deaminase: -0.6; NLRP3 yeast inh: 10.3; mIAP activ: 1

Results for CC1(O)CC(c2ccc(Cl)cc2)=NN1C(=O)c1ccc(Cl)cc1 (stereo not given) ?
APOBEC3G inh: -0.5; mIAP inh: 11.1; hIAP act: 1.14; beta cell repl: -4.4; SENP1 FRET inh: 12.2; hIAP block: -13.9; A3A deaminase: -0.4; NLRP3 yeast inh: 39.7; mIAP activ: 0.889

What do the screens show for `COc1cccc(NC(=O)C(Cc2ccccc2)n2cccc2)c1` (stereo not given)?
APOBEC3G inh: -6.4; mIAP inh: -54.1; hIAP act: 1.17; beta cell repl: 0.2; SENP1 FRET inh: 2.5; hIAP block: -17.1; A3A deaminase: -2.2; NLRP3 yeast inh: -7.9; mIAP activ: 1.54

What do the screens show for `CCOc1ccc(OCCOCCn2ccnc2)cc1`?
APOBEC3G inh: -4.1; mIAP inh: 1.8; hIAP act: 0.925; beta cell repl: 0.7; SENP1 FRET inh: -4.1; hIAP block: 7.5; A3A deaminase: -1.9; NLRP3 yeast inh: 6.6; mIAP activ: 0.982

How did CCO[C@@H]1c2c(ccc3ccc(=O)oc23)OC(C)(C)[C@H]1O do in these assays?
APOBEC3G inh: -11.1; mIAP inh: 1.7; hIAP act: 0.868; beta cell repl: 2.9; SENP1 FRET inh: -0.5; hIAP block: 13.2; A3A deaminase: -2.3; NLRP3 yeast inh: 3.9; mIAP activ: 0.983

How did N=C1SC(c2ccccc2)C(=O)N1c1ncc(Cc2ccccc2Cl)s1 (stereo not given) do in these assays?
APOBEC3G inh: 1.3; mIAP inh: 3.3; hIAP act: 1.05; beta cell repl: -3.5; SENP1 FRET inh: 0.7; hIAP block: -5.5; A3A deaminase: 2.0; NLRP3 yeast inh: -1.8; mIAP activ: 0.967

Results for c1ccc2c(c1)nc1n2CC2CON(C3CCCCC3)C12 (stereo not given) ?
APOBEC3G inh: -11.6; mIAP inh: -2.1; hIAP act: 1.03; beta cell repl: -2.4; SENP1 FRET inh: -0.6; hIAP block: -2.8; A3A deaminase: -5.7; NLRP3 yeast inh: 12.7; mIAP activ: 1.02

How did CC1(C)C2CCC1(C)C(NC(=O)CCN1CCCCC1)C2 (stereo not given) do in these assays?
APOBEC3G inh: -1.8; mIAP inh: 3.3; hIAP act: 0.971; beta cell repl: -1.1; SENP1 FRET inh: -0.8; hIAP block: 2.9; A3A deaminase: 3.1; NLRP3 yeast inh: 0.0; mIAP activ: 0.967

What do the screens show for `Cc1ccc(NC(=O)c2ncn(CC(=O)N[C@H](CO)Cc3c[nH]c4ccccc34)n2)cc1C`?
APOBEC3G inh: -1.3; mIAP inh: -10.8; SENP1 FRET inh: -0.7; A3A deaminase: 1.1; mIAP activ: 1.13

Results for CCC(=O)N1CCc2cc(Br)cc(S(=O)(=O)N3CCCC(C(=O)O)C3)c21 (stereo not given) ?
APOBEC3G inh: -0.1; mIAP inh: 7.0; hIAP act: 1.07; beta cell repl: -3.3; SENP1 FRET inh: -3.5; hIAP block: -7.3; A3A deaminase: 3.8; NLRP3 yeast inh: 6.9; mIAP activ: 0.93

How did O=C(/C=C/c1ccco1)Nc1ccc(Cl)c(S(=O)(=O)N2CCOCC2)c1 do in these assays?
APOBEC3G inh: -3.2; mIAP inh: 7.0; hIAP act: 0.97; beta cell repl: -4.3; SENP1 FRET inh: -2.3; hIAP block: 3.0; A3A deaminase: 1.9; NLRP3 yeast inh: -18.9; mIAP activ: 0.93

How did CC(C)C1OC2(C)OC(=N)C1(C#N)C(C#N)(C#N)C2c1ccccc1 (stereo not given) do in these assays?
APOBEC3G inh: -4.3; mIAP inh: 0.9; hIAP act: 1.1; beta cell repl: -2.1; SENP1 FRET inh: -27.3; hIAP block: -10.4; A3A deaminase: -0.6; NLRP3 yeast inh: -6.0; mIAP activ: 0.991

How did Cc1nc(N2N=C3/C(=C/c4ccc(F)cc4)CCCC3C2c2ccc(F)cc2)sc1C(=O)N(C)C (stereo not given) do in these assays?
APOBEC3G inh: -8.2; mIAP inh: 1.1; hIAP act: 0.957; beta cell repl: -6.2; SENP1 FRET inh: -22.7; hIAP block: 4.3; A3A deaminase: 0.4; NLRP3 yeast inh: 14.4; mIAP activ: 0.989

What do the screens show for `O=C(c1ccc(-n2cnnn2)cc1)N1CCCCC1`?
APOBEC3G inh: -7.2; mIAP inh: -5.1; hIAP act: 1.2; beta cell repl: -2.1; SENP1 FRET inh: 0.4; hIAP block: -20.2; A3A deaminase: -7.0; NLRP3 yeast inh: 0.4; mIAP activ: 1.05

What do the screens show for `COc1ccccc1NC(=O)Cn1c(=O)sc2ccccc21`?
APOBEC3G inh: -7.0; mIAP inh: -1.5; hIAP act: 0.961; beta cell repl: -4.7; SENP1 FRET inh: 0.0; hIAP block: 3.9; A3A deaminase: -3.8; NLRP3 yeast inh: 16.9; mIAP activ: 1.01

Results for Cc1cc(C)c2c(n1)sc1c(=O)n(Cc3ccc(F)cc3)cnc12 ?
APOBEC3G inh: -6.4; mIAP inh: 8.7; hIAP act: 1.18; beta cell repl: -1.8; SENP1 FRET inh: 1.3; hIAP block: -18.2; A3A deaminase: -1.8; NLRP3 yeast inh: 27.8; mIAP activ: 0.913

Results for CC(=O)Nc1sc(N/N=C/c2ccc(O)cc2)nc1-c1ccc(C)cc1 ?
APOBEC3G inh: 1.6; mIAP inh: 1.4; hIAP act: 1.1; beta cell repl: -2.4; SENP1 FRET inh: 0.4; hIAP block: -10.0; A3A deaminase: 1.5; NLRP3 yeast inh: 3.2; mIAP activ: 0.986

How did Cc1c(Cl)cnc(NC(=O)COC(=O)c2cccs2)c1Cl do in these assays?
APOBEC3G inh: -2.0; mIAP inh: -2.5; hIAP act: 1.02; beta cell repl: -4.9; SENP1 FRET inh: -1.1; hIAP block: -1.7; A3A deaminase: -0.3; NLRP3 yeast inh: 15.2; mIAP activ: 1.02

Bioassay records (PubChem)
